# Source: PubChem
# Myeloid diff 2: myeloid differentiation induction | ER-HoxA9 myeloid progenitors, lysozyme-GFP differentiation, flow cytometry | calls only at 10 µM | 360,000 compounds, 1% hits;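 active = normalized GFP-positive differentiation at or above the plate's own cutoff, the solvent-only control mean plus 3 SD; inconclusive = no clear call, values can overlap the other calls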;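 note: cells exposed to compound for four days before flow analysis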
# Rac1 GTP hydrolysis: MgcRacGAP GTPase-activating activity inhibitors, confirmation, biochemical, ADP Hunter fluorescence; 340,000 compounds, 0.6% hits; inhibition, % at 30 µM, or IC50 in µM where a hit was titrated; MgcRacGAP-stimulated Rac1 GTP hydrolysis, ADP Hunter fluorescence; higher % means a stronger effect; GST-tagged Rac1 F28L mutant substrate;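 active = first-screen hits whose inhibition reached a set limit at any dose in the follow-up dose series; inconclusive = inhibition above the set first-screen limit but never retested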;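 note: fluorescence reports GDP produced by GAP-driven GTP hydrolysis; strong numbers were not always called active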
# Myeloid diff 2 GFP+ MAC1+ %: further read-out of Myeloid diff 2, marked with its call; GFP+ MAC1+ double positive, %; measured here: differentiation confirmed by MAC1 staining
# Numbers without * were called inactive; i = inactive; ? = inconclusive; . = no result given. An excerpt (hit frequency here may not be typical).
# Start of the listing, in advance:
# The line under a structure holds: Myeloid diff 2, Myeloid diff 2 GFP+ MAC1+ %, Rac1 GTP hydrolysis
CC[N+]1(C)CCC(O)(c2ccc(OC)cc2)C(C(=O)c2ccc(OC)cc2)C1 (stereo not drawn)
  i, 2.0, 3.0%
CCc1ccccc1-n1ncc(C(=O)Nc2ccc(OC)cc2)c1C
  i, 0.1, -3.6%
O=c1[nH]cnc(CN2CCCCC2)c1O
  i, 0.8, -2.1%
COc1ccc(C=CC(=O)c2ccc3cc(OC)c(OC)cc3c2)cc1OC
  ?, ., 6.6%
O=C(C1CC(=O)N(c2ccc3c(c2)OCCO3)C1)N1CCN(S(=O)(=O)c2cccc(F)c2)CC1 (stereo not drawn)
  i, 0.7, 6.8%

# The whole of this part (from the top)
# The line under a structure holds: Myeloid diff 2, Myeloid diff 2 GFP+ MAC1+ %, Rac1 GTP hydrolysis
CC[N+]1(C)CCC(O)(c2ccc(OC)cc2)C(C(=O)c2ccc(OC)cc2)C1 (stereo not drawn)
  i, 2.0, 3.0%
CCc1ccccc1-n1ncc(C(=O)Nc2ccc(OC)cc2)c1C
  i, 0.1, -3.6%
O=c1[nH]cnc(CN2CCCCC2)c1O
  i, 0.8, -2.1%
COc1ccc(C=CC(=O)c2ccc3cc(OC)c(OC)cc3c2)cc1OC
  ?, ., 6.6%
O=C(C1CC(=O)N(c2ccc3c(c2)OCCO3)C1)N1CCN(S(=O)(=O)c2cccc(F)c2)CC1 (stereo not drawn)
  i, 0.7, 6.8%
CCN(CC)CCNC(=O)CN1C(=O)CSc2ccc(S(=O)(=O)N3CCOCC3)cc21
  i, 0.2, 5.5%
O=CNC1(c2ccccc2)CCCCC1
  i, 1.4, 1.1%
Cc1ccccc1C(=O)N1CCC2CC1c1cc(-c3ccc(F)cc3)ccc12 (stereo not drawn)
  i, 0.3, 4.5%
Cc1ccc([N+](=O)[O-])c(NC(=O)COC(=O)CCNS(=O)(=O)c2cccs2)c1C
  i, 0.3, 3.3%
O=C1NC(Cc2ccccc2)c2nc3cc(F)c(F)cc3c(=O)n2-c2ncccc21 (stereo not drawn)
  i, 0.5, 13.2%
COc1cc(N)c2ncccc2c1SC
  i, 0.7, 41.3µM*
O=C(Nc1ccc(Cl)cc1)c1nc[nH]c1C(=O)Nc1ccccc1F
  i, 0.5, 12.5%
COc1ccc(Br)cc1C=NNS(=O)(=O)c1ccc(C)cc1
  i, 0.4, 8.2%
CC(C)(Cc1nc2ccccc2[nH]1)c1nc2ccccc2[nH]1
  i, 1.3, 16.4%
CN(C(=O)c1cccc(NC(=O)Cc2cccc(NC(=O)C3CCCN(C(=O)C4CC4)C3)c2)c1)C1CCC1 (stereo not drawn)
  i, 0.6, 8.2%
C=CC1=CCN(S(=O)(=O)C(C)(C)C)[C@H]1CCO
  i, 0.6, 14.0%
O=C1N[C@@H](c2ccccc2)COC(=O)[C@H](Cc2ccc(F)cc2)C/C=C\C[C@H]1CC(=O)N(CCO)Cc1ccccc1
  i, 1.1, 5.1%
COC(=O)c1cn(C(=O)c2ccc3c(c2)OCO3)c2ccccc12
  i, 0.5, 4.5%
CCN(C(=O)CSc1nc2ccc([N+](=O)[O-])cc2s1)c1c(N)n(Cc2ccccc2)c(=O)[nH]c1=O
  i, 1.5, 3.5%
COc1ccc(CNC(=O)CCCn2c(=O)c3cccn3c3cccnc32)cc1
  i, 1.7, 11.3%
O=c1cc(Cc2ccc([N+](=O)[O-])cc2)[nH]c(=O)[nH]1
  i, 1.2, 1.8%
C[C@@H]1CN([C@@H](C)CO)C(=O)CCCn2nncc2CO[C@H]1CN(C)Cc1cccc2c1OCCCO2
  i, 0.7, 7.4%
Cc1ccc(CNCCCn2cnc(C(=O)Nc3ccc(C)c(C)c3)n2)o1
  i, 0.3, 13.0%
O=C(NNC(=O)c1cccs1)c1ccccn1
  i, 1.2, 2.5%
COc1ccc([C@H]2C[C@@H](O)[C@H](n3cc(COC(=O)c4ccccc4)nn3)CN2C(=O)c2cccs2)cc1
  i, 0.6, 16.6%
Cc1ccc(NC(=O)c2ncn(CCCN[C@H](C)c3cccc4ccccc34)n2)cc1C
  i, 0.1, 10.1%
Cc1c(C(=O)c2ccc(F)cc2F)c2ccccn2c1CCc1ccccn1
  i, 0.8, 9.1%
CCCCSc1nc2c([nH]1)c(=S)n(C)c(=O)n2C
  i, 1.5, 4.4%
COc1cc(C2c3cc4c(cc3OC(C)(N3CCCC3)C2C)OCO4)cc(OC)c1OC (stereo not drawn)
  ?, ., -1.2%
COc1cc(C(=O)NC2CCN(C)CC2)ccc1Nc1ncc2c(n1)N(CCc1ccccc1)CCC(=O)N2C
  i, 1.0, 14.8%
COc1cc(C(=O)NC(=S)NCc2ccncc2)cc(OC)c1OC
  i, 0.7, -7.2%
O[C@@H]1C[C@H](c2ccc(Cl)cc2)N(CC2CCCCC2)C[C@H]1n1cc(C2CC2)nn1
  i, 1.4, 10.1%
C[C@@H]1CN([C@H](C)CO)C(=O)CCCn2cc(nn2)CO[C@H]1CN(C)C(=O)Nc1cccc(C(F)(F)F)c1
  i, 0.3, 13.9%
Cc1noc(NS(=O)(=O)c2ccc(NC(=O)c3ccccc3NS(=O)(=O)c3ccc(F)c(F)c3)cc2)c1C
  i, 1.0, 6.9%
CCN(c1ccccc1)S(=O)(=O)c1cccc(C(=O)OCC(=O)c2c(N)n(C)c(=O)n(C)c2=O)c1
  i, 1.6, -0.1%
Cc1cn([C@H]2C[C@H](O)[C@@H](CNCc3cnc(N4CCOCC4)s3)O2)c(=O)[nH]c1=O
  i, 0.8, 12.8%
COc1ccc(NC(=O)/C(N=Nc2cccc(S(=O)(=O)Nc3ccc(SC(F)F)cc3)c2)=C(\C)O)cc1
  i, 0.9, 1.3%
COc1cc(C(=O)N2CCN(S(=O)(=O)c3ccc(Cl)cc3)CC2)ccc1OCC(=O)N1CCOCC1
  i, 0.7, -3.4%
C[C@@H]1CCCCO[C@H](CN(C)C(=O)Nc2ccc(F)cc2)[C@@H](C)CN([C@H](C)CO)C(=O)c2cc(NC(=O)c3ccccc3)ccc2O1
  i, 0.6, 5.3%
COc1ncnc2c1ncn2CCCN[C@H](C)c1cccc2ccccc12
  i, 0.5, 13.4%
O=C(/C=C/c1ccccc1)CCN1CCCCC1
  i, 1.0, -11.4%
CCN(CC1CCCN(CCc2cccc(F)c2)C1)C(=O)c1ccoc1C (stereo not drawn)
  i, 1.1, 19.2%
COc1ccccc1-c1nnc(NC(=O)CCS(=O)(=O)c2ccc(F)cc2)o1
  i, 1.7, 6.7%
COc1ccc(OC)c(NC(=O)COC(=O)c2ccc(S(=O)(=O)N3CCCCC3)cc2)c1
  i, 1.0, 8.1%
O=S(=O)(c1ccc(NC(=S)NC23CC4CC(CC(C4)C2)C3)cc1)N1CCCCC1
  i, 1.5, 0.9%
Cc1c[n+]([O-])cc(C)c1[N+](=O)[O-]
  i, 0.9, 7.7%
S=C(Nc1ccccc1)Nc1ccccn1
  i, 0.8, 9.2%
CC(=O)OCC1(O)CC23CCC4c5ccoc5CCC4(C)C2CCC1C3 (stereo not drawn)
  i, 2.9, 10.8%
C=CCOc1ccc(C=CC(=O)c2c(O)c(OC)c(OC)c(OC)c2OC)cc1
  i, 0.9, -0.3%
CC(CNCCCn1ccc(NC(=O)OCc2ccccc2)nc1=O)c1ccccc1 (stereo not drawn)
  i, 0.3, 1.8%
FC(F)(F)c1cnc(NNC(=S)Nc2ccccc2)c(Cl)c1
  i, 2.3, 16.3%
O=C1NC[C@H](Cc2ccccc2)N(C[C@H]2CCCN2C[C@H](Cc2ccccc2)N2C[C@H](Cc3ccc(O)cc3)N(CCc3ccccc3)C(=O)C2=O)C1=O
  i, 1.7, 12.4%
CNC[C@H]1OCc2ccccc2-c2ccccc2C(=O)N([C@H](C)CO)C[C@H]1C
  i, 0.4, -12.2%
O=[N+]([O-])c1ccc(CN2CC(N3CCN(CC4CC4)CC3)CS2(=O)=O)cc1 (stereo not drawn)
  i, 0.6, 8.4%
CC[C@H](C)[C@H](NC(=O)OCc1ccccc1)C(=O)OCC(=O)N1CCN(c2ccc(F)cc2)CC1
  i, 0.7, 6.3%
C[C@@H]1CN([C@H](C)CO)C(=O)CCCn2cc(nn2)CO[C@H]1CN(C)S(=O)(=O)c1ccc(Oc2ccccc2)cc1
  i, 1.2, 12.2%
CCN(CC)C(=O)C1=C(C)N(CCC2=CCCCC2)C(=O)C(CC(=O)NCc2cccs2)C1 (stereo not drawn)
  i, 0.3, 15.0%
O=C(c1ccc(F)cc1)C1CCN(Cc2ccccc2)CC1
  i, 1.1, 12.2%
O=C(O)c1ccc(Cn2cnc3c(=O)[nH]cnc32)cc1
  i, 1.0, 0.0%
COc1cc(C=NC2CCCCC2)ccc1O
  i, 1.1, 7.9%

# Going on with the list:
Molecule,Myeloid diff 2,Myeloid diff 2 GFP+ MAC1+ %,Rac1 GTP hydrolysis
CC(=O)Nc1ccc(NC(=O)CSc2nc(=O)n(Cc3cccnc3)c3c2CCC3)cc1,i,0.7,2.5%
Cc1ccc(C=NNc2ccc([N+](=O)[O-])cn2)cc1,i,0.5,-1.7%
Cc1ccc(OCC(=O)NNC(=O)c2cc(S(=O)(=O)N(C)C)ccc2N2CCCC2)cc1,i,0.8,13.1%
COc1ccc(Nc2nnc(SCC(=O)N(CC(C)C)C3CCS(=O)(=O)C3)s2)cc1 (stereo not drawn),i,1.3,-9.1%
CCc1ccc(CCC(=O)N2CCN(S(=O)(=O)c3ccc(Br)cc3)CC2)cc1,i,0.4,3.0%
CCN(C(=O)COC(=O)CNC(=O)c1ccc2ccccc2c1)c1c(N)n(Cc2ccccc2)c(=O)[nH]c1=O,i,1.5,6.1%
COC(=O)[C@H]1C[C@@]2(O)CN(S(=O)(=O)c3ccc(C)cc3)C[C@@]2(OC(=O)NCC2CCCCC2)C[C@H]1C(=O)OC,i,0.3,10.3%
Cc1c(C(c2cc(O)ccc2O)c2c(C)n(C)n(-c3ccccc3)c2=O)c(=O)n(-c2ccccc2)n1C,i,0.8,-9.5%
O=C1c2ccccc2C(=O)N1N(c1ccccc1)c1ccccc1,i,0.8,7.3%
S=C1NC[C@H](Cc2ccccc2)N1CC1CCN(CCCC2CCCC2)CC1,i,1.5,11.4%
O=C(O)c1cn(-c2ccc(F)cc2)c2cc(N3CCNCC3)c(F)cc2c1=O,i,2.3,6.0%
CCOC(=O)c1c[nH]c2ccc([N+](=O)[O-])cc12,i,0.2,-0.6%
O=C(Cc1ccc(NC(=O)C2CCCN(C(=O)C3CCC3)C2)cc1)Nc1cccc(C(=O)N2CCCCC2)c1 (stereo not drawn),i,0.6,5.0%
CC1C(c2ccccc2)OCCN1C(=S)NC(=O)c1ccccc1 (stereo not drawn),i,0.5,10.3%
CN(C)c1ccc(S(=O)(=O)NCC(=O)N2CCN(S(=O)(=O)c3cccc(F)c3)CC2)cc1[N+](=O)[O-],i,1.2,4.6%
CCN(C(=O)COC(=O)c1cc2ccccc2cc1OC)c1c(N)n(Cc2ccccc2)c(=O)[nH]c1=O,i,0.6,4.9%
CSc1nc2[nH]c(=O)[nH]c2c(=O)[nH]1,i,0.5,2.2%
CCCNC(=O)N(C)C[C@H]1Oc2ncc(Br)cc2C(=O)N([C@H](C)CO)C[C@H]1C,i,1.6,11.2%
CN(Cc1ccccn1)C(=O)c1cc(COc2ccc(F)c(F)c2)on1,i,0.3,7.8%
CCC1(CC)C(=O)NC(=O)NC1=S,i,0.8,9.4%
O=[N+]([O-])c1cccnc1Oc1cc(Cl)c(Cl)cc1Cl,i,0.6,5.9%
O=C(Oc1ccc(-c2nnco2)cc1)c1cc(S(=O)(=O)N2CCOCC2)ccc1F,i,0.2,2.9%
CCOP(=O)(Nc1cccc2oc(=O)c3ccccc3c12)OCC,i,0.4,2.6%
CC(C)NC(=O)N(C)C[C@@H]1OCc2cnnn2CCCC(=O)N([C@H](C)CO)C[C@@H]1C,i,0.3,14.3%
O=C(c1ccccc1)C(O)(CN1CCCCC1)c1ccccc1 (stereo not drawn),i,1.2,-5.4%
CC(=O)Nc1cc2c(cc1[N+](=O)[O-])-c1ccccc1C2O (stereo not drawn),i,1.6,?
O=C(COC(=O)Cc1ccc(Br)cc1)NCc1ccccc1,i,0.5,10.4%
COc1cccc(COC(=O)c2cc(S(=O)(=O)N3CCOCC3)ccc2Cl)c1OC,i,0.9,4.2%
CCCCCCn1c(=O)n2n(c1=O)C[C@]1(OC(=O)Nc3c(C)noc3C)CN(S(=O)(=O)c3ccc(C)cc3)C[C@]1(O)C2,i,1.1,15.3%
CC(=C1SC(=S)NC1=O)c1ccccc1,i,0.6,-4.4%
COc1ccc(C(=O)OCC(=O)Nc2cc(C)on2)cc1F,i,0.7,-30.4%
Cc1cc(C)c2c3c(c(-c4ccccc4)n2n1)c(=O)n(C)c(=O)n3C,i,1.0,-15.0%
COc1ccc(Cl)cc1NC(=O)CCCn1c(=O)c2cccn2c2cccnc21,i,0.8,4.8%
COc1cc(C)ccc1OCc1cc(C(=O)NC2CCOCC2)no1,i,1.1,6.0%
CN(C)S(=O)(=O)c1ccc(N2CCCC2)c(C(=O)N2CCN(S(=O)(=O)c3ccc(F)c(F)c3)CC2)c1,i,0.5,3.8%
C[C@H](O)[C@@H]1C(=O)N2CCc3c([nH]c4ccccc34)[C@@H]2C[C@@H]1N(C)C(=O)Nc1cc(Cl)cc(Cl)c1,i,1.4,6.4%
CC1(C)CC(=O)C=C(c2n[nH]nc2-c2ccccc2)C1,i,0.5,19.4%
CC(C)n1c(=O)nc(-c2ccccc2)c2cc3c(cc21)OCO3,i,0.4,5.0%
